LYP phosphatase: inhibitors of LYP phosphatase, biochemical, fluorescence intensity, uHTS (AID 1779); recombinant LYP phosphatase, fluorescence intensity; higher % means a stronger effect; Tyrosine-protein phosphatase non-receptor type 22 (Homo sapiens); 290,000 tested, 0.054% active; one-dose inhibition, % at 11.5 µM; IC50 in µM for titrated hits;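 note: plate controls were vehicle with enzyme for no effect and no enzyme for full effect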
Myeloid diff 2: induction of myeloid progenitor differentiation, primary screen, cell-based, flow cytometry, MLPCN library. AID 624256, 2012. calls only at 10 µM. ER-HoxA9 myeloid progenitors, lysozyme-GFP differentiation. 360,000 tested, 1% active;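 active = normalized GFP-positive differentiation at or above the plate's own cutoff, the solvent-only control mean plus 3 SD; inconclusive = no clear call, values can overlap the other calls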;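 note: cells exposed to compound for four days before flow analysis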
XIAP antagonists: XIAP antagonists, biochemical, IAP family, fluorescence polarization (AID 1018); 200,000 tested, 0.007% active; XIAP BIR domain, fluorescence polarization peptide displacement; higher % means a stronger effect; displacement, % at 20 µM, or IC50 in µM where a hit was titrated; in the data active = displacement above about 50%; note: a part of the inactive calls stands beside numbers as strong as those of hits
TNAP activation fold: human TNAP enzyme activators, primary screen, biochemical, luminescent, no phosphate acceptor, uHTS (AID 1001); Alkaline phosphatase, tissue-nonspecific isozyme (Homo sapiens); purified TNAP, luminescent activation assay, no phosphate acceptor; higher activation fold means a stronger effect; activation fold at 20 µM; hits with a dose series show EC50 in µM; 200,000 tested, 0.03% active; in the data active = activation fold from about 3, or a potency from the dose series; inactive = the rest, 99 in 100 with activation fold below about 1.6; note: many of its hits are not listed in these tables
M17LAP inhibition: P. falciparum M17LAP inhibitors, primary screen, biochemical, fluorogenic H-Leu-NHMec substrate, 1536-well (AID 1619); Leucine aminopeptidase (Plasmodium falciparum (isolate 3D7)); recombinant M17LAP, H-Leu-NHMec fluorogenic kinetic assay; higher % means a stronger effect; inhibition, % at 30 µM; hits with a dose series show IC50 in µM; 220,000 tested, 0.38% active;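 active = compound inhibiting the enzyme by more than half at any dose during confirmatory dose-response retesting; inconclusive = strong single-dose inhibitors picked by rank but not retested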;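 note: plate controls were full reaction with DMSO carrier for no effect and no enzyme background for full effect; strong numbers were not always called active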
PMI inhibitors: inhibitors of human PMI, primary screen, biochemical, fluorescence intensity, coupled assay (AID 1209). purified PMI enzyme, coupled fluorescence intensity; higher % means a stronger effect. 190,000 tested, 0.42% active. inhibition, % at 20 µM, or IC50 in µM where a hit was titrated;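 note: plate controls were DMSO vehicle for no effect and wells lacking substrate for full effect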
human PMI inhibitors: human PMI inhibitors, high substrate, primary screen, biochemical, fluorescence intensity, high mannose 6-phosphate (AID 1220). Mannose-6-phosphate isomerase (Homo sapiens). recombinant PMI enzyme, coupled fluorescence intensity; higher % means a stronger effect. one-dose inhibition, % at 20 µM; IC50 in µM for titrated hits. 190,000 tested, 0.66% active
CSM14.1 death rescue: rescue of cells from ER stress-induced death, primary screen, 384-well, CSM14.1, thapsigargin, ATP luminescence (AID 1222); one-dose cellular ATP content (survival), % at 20 µM; EC50 in µM for titrated hits; 190,000 tested, under 10 active; CSM14.1 thapsigargin-induced death rescue, ATP luminescence; higher % means a stronger effect;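 active = EC50 below 50 µM in the dose-response confirmation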;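 note: death triggered by thapsigargin at about 15 µM added after 2 h compound pretreatment; cell ATP read after overnight thapsigargin exposure of roughly 18 to 22 hours; normalized against plate controls of thapsigargin alone and 5% DMSO vehicle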
M1AAP inhibition: P. falciparum M1AAP inhibitors, biochemical, fluorogenic H-Leu-NHMec substrate, 1536-well (AID 1445). inhibition, % at 30 µM, or IC50 in µM where a hit was titrated. recombinant M1AAP, H-Leu-NHMec fluorogenic kinetic assay; higher % means a stronger effect. 220,000 tested, 0.42% active. Aminopeptidase N (Plasmodium falciparum (isolate 3D7));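 active = primary inhibition above the hit cutoff, then over 50% inhibition at one or more dose response concentrations, cut at about 23% in these data, passing the limit was not always enough; inconclusive = conflicting primary data, or primary hits not chosen for dose response; inactive = low primary inhibition, or under 50% at every dose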;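 note: plate controls were DMSO full reaction for no effect and no enzyme background for full effect; strong numbers were not always called active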
Myeloid diff 2 GFP+ MAC1+ %: further read-out of Myeloid diff 2, marked with its call; GFP+ MAC1+ double positive, %; measured here: differentiation confirmed by MAC1 staining
Starred values were filed as active, the others as inactive; i = inactive; ? = inconclusive; / = not tested or not shown. Cut-off read from the data, not from the text of the source, unless noted: active = inhibition above about 50%; inactive = the rest.

no.	SMILES	LYP phosphatase	Myeloid diff 2	Myeloid diff 2 GFP+ MAC1+ %	XIAP antagonists	TNAP activation fold	M17LAP inhibition	PMI inhibitors	human PMI inhibitors	CSM14.1 death rescue	M1AAP inhibition
1	COc1ccccc1NC(=O)Cn1c(CCC(=O)O)ccc1-c1ccccc1	3%	i	0.2	-4.9%	1.1	22%	-3%	2%	-4.6%	6%
2	CC(C)CC(=O)Nc1c2c(nn1-c1ccc(F)cc1)CSC2	-4%	i	1.1	-0.5%	1.1	-8%	4%	-1%	-0.1%	-2%
3	Cc1ccc(CSc2ccc3nnc(-c4cccnc4)n3n2)cc1	-4%	i	0.2	-3.4%	1	8%	10%	3%	-0.3%	-1%
4	CC(=O)C1=C(O)C(=O)N(Cc2cccnc2)C1c1ccc(C)cc1 (stereo not drawn)	-8%	/	/	-6.5%	1.1	-6%	-15%	-14%	-0.4%	10%
5	COC(=O)c1ccc(NC(=O)CN2CCOCC2)cc1	-10%	i	5.4	-2.9%	1	2%	-6%	-8%	-0.1%	1%
6	O=C(Cn1c(=O)oc2ccccc21)NC(=O)NCc1ccco1	-4%	i	1.2	-18%	1.3	-1%	4%	3%	-0.3%	6%
7	CCOc1ccccc1NC(=O)CN1C(=O)C(C)SC(C)C1=O (stereo not drawn)	2%	i	0.7	-6.7%	1.1	4%	-5%	-8%	/	-6%
8	CCOc1ccc(C(=O)N(Cc2ccc(N(C)C)cc2)C2CCS(=O)(=O)C2)cc1 (stereo not drawn)	-5%	i	0.0	-4.5%	1.1	4%	20%	16%	-3.2%	0%
9	Cc1ccc(-n2c(N)c(C(=O)Nc3ccccc3F)sc2=S)cc1C	-2%	i	0.7	-2.6%	1.1	0%	14%	7%	0.8%	4%
10	COc1ccc(NC2=NC(=S)N(c3cccc(C)c3)C23CCCCC3)cc1	-4%	i	1.0	-3.6%	1.1	3%	-4%	-3%	-0.7%	-2%
11	CCOc1ccccc1N(C(=O)Nc1ccc(Cl)cc1)C1=NCCS1	-3%	i	0.3	-3.7%	1.1	-6%	11%	9%	2.4%	-3%
12	O=C1CC(c2cccs2)Cc2nc(NC(=O)C3CC3)ncc21 (stereo not drawn)	-4%	i	0.7	/	/	0%	/	/	/	2%

no.	SMILES	LYP phosphatase	Myeloid diff 2	Myeloid diff 2 GFP+ MAC1+ %	XIAP antagonists	TNAP activation fold	M17LAP inhibition	PMI inhibitors	human PMI inhibitors	CSM14.1 death rescue	M1AAP inhibition
13	Cc1cc(NC(=O)c2cccc3ccccc23)cc(C)c1OCC(=O)N1CCOCC1	-2%	i	0.9	-4.4%	1	-1%	3%	-4%	0.9%	-3%
14	Fc1ccc(C2=CC(c3ccco3)n3nnnc3N2)cc1 (stereo not drawn)	3%	i	1.1	/	/	7%	/	/	/	6%
15	COc1ccc(Cl)cc1NC(=O)CN(C)Cc1ccc(OC)c(OC)c1	0%	i	0.5	-2.4%	1	15%	-1%	-2%	1.2%	-5%
16	Cc1ccc(CN2C(=O)CCSc3ccc(Cl)cc32)cc1	12%	i	0.7	-21%	1.1	-1%	3%	0%	0.8%	6%
17	Fc1ccc(Cn2c(SCc3ccc(F)c(C(F)(F)F)c3)nnc2C(F)(F)F)cc1	1%	i	4.9	-5.2%	1	-5%	13%	10%	4.2%	1%
18	Cc1ccc(/C=N/N2CCN(c3ccccn3)CC2)o1	-4%	i	0.1	/	/	-1%	/	/	/	0%
19	COCc1c(C(N)=O)nnn1-c1nonc1N	3%	i	6.1	-5.0%	1	-4%	14%	9%	-0.9%	4%
20	NNc1nc2sc3c(c2c(=O)n1-c1ccccc1)CCCC3	-7%	i	0.1	/	/	4%	/	/	/	-4%
21	CN(C)c1nc(=NCc2ccco2)ss1	2%	i	0.8	/	/	32%	/	/	/	6%
22	Clc1ccc(SCCCCN2CCNCC2)cc1	-10%	i	0.5	2.6%	1	5%	-13%	-16%	0.0%	-1%
23	CCCCCCn1c2c(c(=N)c3c1CCC3)CCC2	-1%	?	/	-1.4%	1.1	-8%	19%	14%	/	0%
24	CC1(C)CC(C)(c2ccc(O)cc2O)N(c2ccc3ccccc3c2)C(=S)N1 (stereo not drawn)	-3%	i	0.9	-3.6%	0.9	15%	12%	31%	-2.5%	10%

Seven neighbouring compounds already listed, quoted:
no.	SMILES	LYP phosphatase	Myeloid diff 2	Myeloid diff 2 GFP+ MAC1+ %	XIAP antagonists	TNAP activation fold	M17LAP inhibition	PMI inhibitors	human PMI inhibitors	CSM14.1 death rescue	M1AAP inhibition
18	Cc1ccc(/C=N/N2CCN(c3ccccn3)CC2)o1	-4%	i	0.1	/	/	-1%	/	/	/	0%
19	COCc1c(C(N)=O)nnn1-c1nonc1N	3%	i	6.1	-5.0%	1	-4%	14%	9%	-0.9%	4%
20	NNc1nc2sc3c(c2c(=O)n1-c1ccccc1)CCCC3	-7%	i	0.1	/	/	4%	/	/	/	-4%
21	CN(C)c1nc(=NCc2ccco2)ss1	2%	i	0.8	/	/	32%	/	/	/	6%
22	Clc1ccc(SCCCCN2CCNCC2)cc1	-10%	i	0.5	2.6%	1	5%	-13%	-16%	0.0%	-1%
23	CCCCCCn1c2c(c(=N)c3c1CCC3)CCC2	-1%	?	/	-1.4%	1.1	-8%	19%	14%	/	0%
24	CC1(C)CC(C)(c2ccc(O)cc2O)N(c2ccc3ccccc3c2)C(=S)N1 (stereo not drawn)	-3%	i	0.9	-3.6%	0.9	15%	12%	31%	-2.5%	10%

Other entries follow:
no.	SMILES	LYP phosphatase	Myeloid diff 2	Myeloid diff 2 GFP+ MAC1+ %	XIAP antagonists	TNAP activation fold	M17LAP inhibition	PMI inhibitors	human PMI inhibitors	CSM14.1 death rescue	M1AAP inhibition
25	CC1(C)Oc2ccc3ccc(=O)oc3c2C[C@H]1O	-13%	i	0.2	/	/	-68%	/	/	/	8%
26	CN(Cc1ccon1)C(=O)CCc1nnc(CCCCc2ccccc2)o1	-2%	i	0.6	-5.1%	1	9%	-3%	-6%	-1.0%	1%
27	Cc1cccc(N/C(N)=N/c2nc(C(F)(F)F)cc(=O)[nH]2)c1C	-5%	i	1.7	-13%	1	-10%	-2%	-4%	-3.4%	5%
28	Cc1ccc(NC(=O)CCC(=O)OCc2ccc(Br)cc2)cc1	1%	i	0.9	-4.5%	1.1	8%	-4%	4%	0.0%	4%
29	COc1cc(SC)ccc1C(=O)Nc1c(Cl)cncc1Cl	-1%	i	0.2	-2.2%	1.1	6%	-11%	-10%	-0.8%	-8%
30	Cc1ccc(S(=O)(=O)/N=C2/NC(=O)/C(=C\c3ccco3)S2)cc1	1%	i	1.0	-1.1%	1.2	0%	-11%	-12%	-0.6%	94µM*
31	CC1C=CCC2C(=O)N(c3cc(Cl)ccc3O)C(=O)C12 (stereo not drawn)	-6%	i	0.7	-8.7%	1.1	0%	11%	6%	-1.4%	-2%
32	Cn1cnnc1Sc1ccc(C(F)(F)F)cc1[N+](=O)[O-]	-6%	i	0.3	-5.6%	1	6%	-12%	3%	0.6%	0%
33	Cc1ccc(S(=O)(=O)N(C)C)cc1NC(=S)N1CCc2ccccc21	1%	i	0.9	-1.5%	1.1	-8%	4%	8%	0.1%	7%
34	COC(=O)c1ccc(NC(=O)CSc2nnc(-c3ccccc3)n2C)cc1	-6%	i	0.4	-3.6%	1.1	-6%	-7%	-8%	1.7%	2%
35	O=[N+]([O-])c1cnn(-c2nc(-c3cccs3)cc(C(F)(F)F)n2)c1	-4%	i	0.6	-5.0%	1.2	-6%	-1%	2%	/	0%
36	Cn1nc(C(C)(C)C)cc1NC(=O)Nc1cc(Cl)cc(Cl)c1	-2%	i	0.3	/	/	8%	/	/	/	7%

no.	SMILES	LYP phosphatase	Myeloid diff 2	Myeloid diff 2 GFP+ MAC1+ %	XIAP antagonists	TNAP activation fold	M17LAP inhibition	PMI inhibitors	human PMI inhibitors	CSM14.1 death rescue	M1AAP inhibition
37	Nc1c(C(=O)NCc2ccc(Cl)cc2)sc2nc3c(c(C(F)(F)F)c12)CCC3	-6%	i	0.6	-7.1%	0.9	-5%	-8%	44%	1.6%	8%
38	O=C(CC(=O)N/N=C\c1ccc(F)cc1)NCCc1ccccc1	-6%	i	0.0	-11%	1	/	5%	2%	-3.2%	/
39	CCn1c(SCC(=O)OC)nnc1C1CCCCC1	-9%	i	0.4	-4.8%	1	-2%	-5%	3%	4.7%	5%
40	COc1ccc(C)cc1-n1nnnc1SCC(=O)c1cc(C)n(Cc2ccco2)c1C	14%	i	1.6	2.2%	1.1	-3%	-7%	5%	2.8%	8%
41	COc1cccc(N(CC(=O)N2CCc3ccccc3C2)S(C)(=O)=O)c1	3%	i	1.0	-7.8%	1	3%	9%	8%	0.3%	-3%
42	COC(=O)c1ccc(NC(=O)CCOc2ccccc2)cc1	-9%	i	1.5	-5.0%	1	-6%	1%	1%	-0.4%	5%
43	CCCc1cc(=O)[nH]c(SCC(=O)Nc2c(C)cccc2C)n1	-6%	i	7.3	-7.2%	1.1	4%	-2%	-4%	-1.6%	-5%
44	CCOC(=O)C1CCCN(C(=O)c2cc(-c3ccccc3)nc3ccccc23)C1 (stereo not drawn)	-3%	i	0.5	-2.3%	1	4%	-6%	10%	-1.4%	-2%
45	CCc1nc(SCC(=O)NCCc2ccccc2)n[nH]1	-1%	i	1.1	-6.6%	1	4%	10%	7%	-1.8%	5%
46	CC1Cc2ccccc2N1C(=O)Cn1c(=O)oc2cc(S(=O)(=O)NC3CCCC3)ccc21 (stereo not drawn)	0%	i	1.6	-6.9%	1.1	-13%	12%	3%	-0.2%	-1%
47	Cc1ccc(NC(=O)c2cc(NC(=O)CCC(=O)O)ccc2N2CCCCC2)cc1	-1%	i	10	-4.0%	1.1	12µM*	5%	3%	-1.2%	4%
48	CCOc1cc(C(=O)N/N=C/C(Br)=C/c2ccccc2)cc(OCC)c1OCC	0%	?	/	-4.1%	1.1	-3%	11%	0%	-0.7%	-2%
